D1 agonist: human D1 receptor agonism. HEK293 T-REx D1 cells, calcium flux, agonist mode. activation, % at 2 µM. hit rate 1% among 360,000. AID 504660; in the data active = activation above about 30%; note: 0% is about no effect
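Inducible HEK293 T-REx D1 cells, force-coupled to calcium signalling, were plated at 4000 cells/well with tetracycline and held overnight at 30 C. After no-wash calcium dye loading, compound-evoked calcium rise over 180 s flagged agonists.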
D2 PAM: positive allosteric modulators of human D2 dopamine receptor. HEK293 T-REx D2, calcium flux, EC20 dopamine potentiation. potentiation, % at 10 µM. hit rate 0.34% among 340,000. AID 485347;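 active = potentiation over 3 SD above the plate norm, cut at about 30% in these data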; note: 0% is about no effect
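Calcium flux readout, no-wash dye, 1 read/s. Inducible HEK293 Trex D2 line, overnight 30 C. Compound alone 180 s (agonist flags), then EC20 dopamine, another 180 s to score potentiation.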
RXFP1 agonist: agonists of human relaxin receptor RXFP1; Potency, µM (series often up to 57.5 µM), for inactives: at the top dose activation, most hits filed as activators; hit rate 0.3% among 370,000; HEK293T-RXFP1 cAMP TR-FRET, 30 min; response scale: percent of porcine relaxin response, buffer zero; AID 2676; note: potency is the fitted concentration of half-maximal effect; % is set by controls: 0 for no effect and ±100 for the full control effect; nearly all actives have a fitted effect of over 60% in size; many of its hits are not listed in these tables
Target sequence (Q9HBX9 whole entry, looked up): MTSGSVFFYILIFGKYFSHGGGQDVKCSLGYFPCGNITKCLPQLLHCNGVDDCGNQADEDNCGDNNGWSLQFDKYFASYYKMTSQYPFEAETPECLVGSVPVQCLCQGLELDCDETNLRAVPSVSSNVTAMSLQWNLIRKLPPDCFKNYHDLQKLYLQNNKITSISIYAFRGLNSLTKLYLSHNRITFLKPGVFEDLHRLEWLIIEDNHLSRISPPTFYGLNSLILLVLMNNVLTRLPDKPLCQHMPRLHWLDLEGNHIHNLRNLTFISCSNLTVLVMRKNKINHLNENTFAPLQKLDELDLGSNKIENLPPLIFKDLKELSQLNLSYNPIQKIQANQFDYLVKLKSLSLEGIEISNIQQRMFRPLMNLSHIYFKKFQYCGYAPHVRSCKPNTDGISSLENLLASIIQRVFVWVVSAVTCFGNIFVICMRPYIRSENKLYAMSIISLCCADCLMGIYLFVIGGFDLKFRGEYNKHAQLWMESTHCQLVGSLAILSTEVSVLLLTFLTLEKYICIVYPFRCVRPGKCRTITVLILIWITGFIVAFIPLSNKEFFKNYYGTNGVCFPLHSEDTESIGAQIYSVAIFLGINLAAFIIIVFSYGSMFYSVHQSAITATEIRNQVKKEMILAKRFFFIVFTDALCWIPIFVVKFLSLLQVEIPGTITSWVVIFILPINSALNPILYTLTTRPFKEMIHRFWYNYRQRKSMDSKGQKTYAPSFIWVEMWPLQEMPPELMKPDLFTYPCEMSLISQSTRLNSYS
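Agonist response is measured as cAMP accumulation in an RXFP1-transfected HEK293T line under PDE4 inhibition. Values are scaled between buffer-only and 29 nM porcine relaxin, and EC50s come from standard Hill equation fits.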
LDHA inh: blocks human lactate dehydrogenase A; purified LDHA, NADH/diaphorase-resazurin fluorescence; active compounds read low; activity change, % (values are at about 110 or 230 µM); hit rate 0.15% among 480,000; AID 1347041; in the data active = activity change below about -30%; inconclusive = mostly about -25% to -30%;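 note: plate controls were DMSO wells for no effect and wells without enzyme for full effect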
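Resorufin fluorescence (ex540/em590), read at 0 and 20 min after diaphorase/resazurin addition, reports the NADH left after a 5 min room-temperature reaction of 2 nM human LDH5 with 0.06 mM NADH and 0.2 mM pyruvate.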
D1 potentiator: potentiators of human D1 dopamine receptor. P21728. HEK293 TREx D1 cells, calcium flux, dopamine EC20 potentiation. potentiation, % at 10 µM. hit rate 0.036% among 360,000; in the data active = potentiation above about 30%; note: 0% is about no effect
Vif-APOBEC3F blk: blocks the Vif interaction with APOBEC3F | hit rate 0.2% among 390,000 | Potency, µM (series often up to 46.1 µM), inactives show at the highest dose activity, negative = active | AID 602313 | HeLa A3F-eYFP + Vif (tagged APOBEC3F with the HIV-1 protein that degrades it), YFP fluorescence increase; note: potency is the fitted concentration of half-maximal effect; % of control where 0% means no effect; nearly all actives have a fitted effect of over 65% in size
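HeLa cells stably expressing Vif plus C-terminally eYFP-tagged A3F were seeded, incubated overnight at 37 deg C, dosed with compound, incubated overnight again at 37 deg C. Yellow fluorescence (Ex 488/Em 500-530) reported blocked Vif-mediated A3F-eYFP degradation.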
Vif-A3G inh: blocks the Vif interaction with human APOBEC3G | hit rate 0.076% among 410,000 | Q9HC16 | Potency, µM (top dose mostly 46.1 µM), without a hit: at the top dose activity, negative = active, most hits filed as inhibitors | HeLa A3G-eYFP + Vif (tagged APOBEC3G with the HIV-1 protein that degrades it), YFP fluorescence, overnight;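 note: potency is the fitted concentration of half-maximal effect; % is set by controls: 0 for no effect and ±100 for the full control effect; nearly all actives have a fitted effect of over 60% in size; hits raise eYFP signal because A3G escapes Vif-driven loss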
Target sequence (Q9HC16 whole entry, looked up): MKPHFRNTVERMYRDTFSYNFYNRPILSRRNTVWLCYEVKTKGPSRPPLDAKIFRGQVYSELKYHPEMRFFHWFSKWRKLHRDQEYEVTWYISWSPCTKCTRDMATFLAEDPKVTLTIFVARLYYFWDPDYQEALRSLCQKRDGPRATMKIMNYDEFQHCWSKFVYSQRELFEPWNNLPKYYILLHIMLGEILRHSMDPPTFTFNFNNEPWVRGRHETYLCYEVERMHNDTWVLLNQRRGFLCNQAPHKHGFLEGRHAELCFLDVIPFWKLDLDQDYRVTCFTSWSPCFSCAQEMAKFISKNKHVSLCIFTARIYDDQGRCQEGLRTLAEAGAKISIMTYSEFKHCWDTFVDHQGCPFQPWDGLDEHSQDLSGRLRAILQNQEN
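HeLa cells stably expressing Vif and C-terminally eYFP-tagged A3G, seeded overnight at 37 deg C, then exposed to compound by pintool overnight at 37 deg C. Rise in yellow fluorescence (Ex 488/Em 500-530, Acumen) marks blocked Vif-driven A3G degradation.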
D1 antagonist: antagonists of human D1 dopamine receptor; AID 504652; activity change, negative = inhibition, % at 10 µM; hit rate 3.2% among 360,000; P21728; HEK293 TREx D1 cells, calcium flux, dopamine EC80; active compounds read low; in the data active = activity change below about -30%; note: % is set by controls: 0 for no effect and ±100 for the full control effect
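After overnight tetracycline induction at 30 C, force-coupled D1 HEK293 cells took up a no-wash calcium dye at room temperature. Compounds were added and monitored 180 s, and the response to EC80 dopamine was then recorded.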
Glioma ERSR ind: induces the endoplasmic reticulum stress response in human glioma cells | U87-MG GRP78 promoter luciferase reporter, 16 h | Potency, µM, inactives show at the top dose activation, hits mostly activators | hit rate 0.02% among 420,000 | AID 602332; note: potency is the fitted concentration of half-maximal effect; series mostly up to about 76 µM; % of control where 0% means no effect; nearly all actives have a fitted effect of over 35% in size
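Stably transfected U87-MG human glioma cells carrying a GRP78-based luminescent sensor were seeded at 1000 cells/well, pin-dosed with compounds and incubated 16 h. Luciferase reagent was then added, and end-point luminescence was read after 10 min at room temperature.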
* hit, by the source's call; u = inconclusive; x = not tested or not shown. Unless noted, calls come from the whole dose curve; as a rule, active = well fitted curve in the direction sought with a large enough effect; inconclusive = small, poorly fitted or top-dose-only effect, or another doubt; inactive = no such curve, though single readings can be large; an effect the other way counts as inactive or inconclusive. A portion of the library; count on the stated rates, not on these rows.

SMILES | D1 agonist | D2 PAM | RXFP1 agonist | LDHA inh | D1 potentiator | Vif-APOBEC3F blk | Vif-A3G inh | D1 antagonist | Glioma ERSR ind
N#CC1=C(N)N=C(SCc2ccccc2)C(C(N)=O)C12CCCCC2 (stereo not drawn) | 5 | 5 | -0.8% | -1 | 2 | 0% | -3% | 0 | -6%
CCOc1ccc(/C=N/NC(=O)c2nnn(-c3nonc3N)c2COc2ccc(F)cc2)cc1 | 4 | -3 | 5.4% | -5 | -5 | 2% | -5% | 8 | -2%
CC1CCc2sc(C(=O)OCC(=O)NC(C)C)cc2C1 (stereo not drawn) | 0 | 14 | 5.9% | -4 | -3 | -26% | 2% | 9 | -4%
CCN(CC)C(=O)COCc1cc(-c2ccc3c(c2)OCO3)on1 | 6 | -4 | -0.4% | -1 | -5 | 0% | 1% | -11 | -1%
CCNC1CCS(=O)(=O)C1 (stereo not drawn) | 2 | -5 | -0.2% | -13 | -6 | 3% | 3% | -3 | -1%
CCC(=O)NNc1ncnc2c1cnn2-c1cccc(C)c1 | 4 | -3 | 14% | 3 | -5 | 12% | 0% | 1 | -3%
CCCn1c(SCc2nc(-c3cccs3)no2)nnc1-c1ccncc1 | 10 | 4 | 0.2% | -6 | -3 | 1% | 2% | -10 | -1%
CN(C)c1ccc(/C=C/C#N)cc1 | 0 | -2 | -2.4% | 1 | 0 | 0% | -1% | -6 | 0%
CCn1c(SCC(=O)Nc2ccc3c(c2)OCCO3)nnc1-c1ccco1 | 0 | -3 | 2.1% | 0 | 10 | -7% | 3% | 9 | -2%
NS(=O)(=O)c1ccc(CCNC(=O)CNS(=O)(=O)c2cccc(Br)c2)cc1 | 9 | 3 | 2.4% | -5 | -6 | -1% | 1% | 0 | -2%
COC(=O)[C@H](C)NC(=O)NCc1ccco1 | 1 | 14 | 1.7% | 0 | -3 | 0% | -3% | -27 | 2%
CCO[C@@H]1OC(C(N)=O)=C[C@H](c2coc3ccccc3c2=O)[C@H]1CCCO | 4 | -3 | 8.7% | 0 | -6 | 0% | 0% | 6 | -6%
COc1cc(C2c3c(oc4ccccc4c3=O)C(=O)N2Cc2ccc(C)cc2)ccc1O (stereo not drawn) | 1 | -10 | 0.7% | -7 | -5 | 3% | 1% | 11 | -4%
O=C(NCc1ccco1)C(c1ccncc1)N(C(=O)Cn1nnc2ccccc21)c1ccccc1F (stereo not drawn) | 3 | 7 | 2.3% | -2 | -7 | 8% | -4% | 33 | -5%
C=CCNC(=S)N/N=C1\CCS(=O)(=O)c2ccccc21 | 2 | 5 | -0.6% | -3 | -4 | 2% | -5% | -13 | -1%
O=C(O)C1OCC2(CO1)COC(C(=O)O)OC2 (stereo not drawn) | x | x | x | -2 | x | 8% | 0% | x | -3%
CCCSc1nnc(NC(=O)CSc2sc3c(O)cc(=O)[nH]c3c2C#N)s1 | 3 | x | 11% | -2 | -10 | -7% | 0% | -27 | -4%
O=C1C(Cc2ccccc2)Nc2ncnc(N3CCN(c4ccccc4)CC3)c2N1Cc1ccccc1 (stereo not drawn) | 5 | 8 | 1.2% | 1 | 1 | 8% | -5% | 9 | -2%
COc1cccc(-n2nnc(-c3nc(-c4cccs4)no3)c2N)c1 | 1 | 4 | 3.2% | -7 | 0 | -2% | 1% | 13 | -2%
CN(Cc1ccccc1)c1ncnc2c1cnn2-c1ccccc1 | 6 | -4 | -0.1% | 0 | -2 | 12% | 0% | -11 | 7%
CC(OC(=O)CNC(=O)c1sc2ccccc2c1Cl)C(=O)NC1(C#N)CCCCC1 (stereo not drawn) | -1 | -1 | 4.0% | -7 | -3 | -3% | -3% | -3 | 0%
CC(C)CC(=O)Nc1ccc(-c2nc3ccccc3c(=O)[nH]2)cc1 | 3 | 6 | 3.4% | -2 | -2 | -14% | -6% | 5 | -1%
CCOC(=O)c1cc(-c2sc(NC(=O)c3ccccc3)nc2C)n(Cc2ccccc2)n1 | x | x | x | 3 | x | 1% | -8% | x | -5%
CSCCC(NC(=O)C1CCC(C)CC1)C(=O)O (stereo not drawn) | 2 | -1 | -1.5% | -3 | 3 | 1% | 0% | 3 | -1%
CCN=C1SC(CC(=O)NC(N)=O)C(=O)N1CC (stereo not drawn) | 1 | 18 | 0.5% | -3 | 4 | 3% | 0% | 23 | -4%

Next entries.
SMILES | D1 agonist | D2 PAM | RXFP1 agonist | LDHA inh | D1 potentiator | Vif-APOBEC3F blk | Vif-A3G inh | D1 antagonist | Glioma ERSR ind
C/C(=N\OC(=O)Nc1ccc(Cl)cc1)c1ccc(F)c(F)c1 | 3 | -26 | 0.0% | 4 | -3 | 2% | -3% | -8 | 0%
Cc1nn(C)c(Cl)c1CN1CCN(CCC(C)C)C(CCO)C1 (stereo not drawn) | 0 | 2 | -0.9% | -4 | 4 | 3% | 0% | 10 | 2%
CCCCCOc1ccccc1C(=O)NCCC(=O)O | -1 | 7 | 0.4% | 1 | 2 | 1% | 3% | 13 | -1%
CCc1ccc(CN(Cc2ccco2)c2cnc(S(C)(=O)=O)nc2C(=O)Nc2c(C)cccc2C)cc1 | 11 | -1 | -0.8% | 7 | 2 | 6% | -4% | -5 | -2%
COc1cc(C(=O)Nc2cc(C)c(OCC(=O)N3CCOCC3)c(C)c2)cc(OC)c1OC | 3 | -7 | 5.0% | -9 | -6 | 0% | -5% | 5 | 1%
O=C(CCCOc1ccccc1)N1CCN(S(=O)(=O)c2ccc(Cl)cc2)CC1 | 0 | 0 | 2.2% | -4 | -5 | 5% | 1% | 5 | -3%
O=C(Cc1n[nH]c(=O)[nH]c1=O)N/N=C/c1c(O)ccc2ccccc12 | 6 | 6 | -1.9% | -7 | 7 | -29% | 4% | -3 | -2%
NS(=O)(=O)c1ccc(N=Cc2c(O)n(-c3nccs3)c(=O)c3ccccc23)cc1 | 1 | 6 | 3.6% | -4 | -1 | 5% | 3% | 4 | -1%
Cc1cccc(NC(=O)c2ccc([N+](=O)[O-])o2)c1C | 0 | 3 | -1.1% | 3 | -7 | 4% | u | -6 | -13%
CC1(C)CC(=O)C2=C(C1)NC(=O)NC2c1ccc([N+](=O)[O-])cc1 (stereo not drawn) | 1 | 2 | -1.2% | 3 | 16 | 2% | 0% | 13 | -6%
CCCCCCCCC(=O)O | x | x | x | -3 | x | -2% | 1% | x | 0%
CCC(CC)C(=O)c1c[nH]c(C(=O)NCc2ccc(F)cc2)c1 | 7 | -14 | -1.0% | -6 | 6 | 1% | -2% | -3 | -2%
CCOC(=O)C1CCN(C(=O)CCc2c(C)nc3cc(-c4ccc(OC)cc4OC)nn3c2C)CC1 | 0 | x | 6.8% | -2 | -1 | 5% | -9% | 4 | -6%
Cc1ccc(C)c(NC(=O)Cn2ncc3c([nH]c4ccccc43)c2=O)c1 | 0 | -4 | 0.2% | 0 | 2 | 0% | 0% | 5 | -3%
CCCC(=O)C1=C(O)C(C(=O)OC)C(C)(C)CC1=NCc1ccccc1 (stereo not drawn) | 1 | -19 | 3.8% | 4 | -7 | -8% | 3% | 1 | -4%
CCCCc1ccc(-c2ccc(C)cc2O)nc1 | 0 | 19 | -0.5% | -12 | 0 | 0% | 1% | 20 | -5%
COC(=O)c1ccccc1C(=O)N(c1ccccc1)c1ccccc1 | x | x | x | -3 | x | -5% | 0% | x | -4%
COc1ccc(-n2cnnc2SCC(=O)Nc2cc(C)on2)cc1 | 3 | 6 | 6.0% | -5 | 2 | 8% | 0% | 5 | -3%
CN(Cc1ccccc1)S(=O)(=O)c1cc(Br)cc2c1N(C(=O)C1CC1)CC2 | 4 | 4 | 1.2% | 2 | -1 | -4% | 1% | -6 | -3%
C=CCc1cc(/C=N/n2cnnc2)cc(OCC)c1O | 3 | 1 | -0.4% | -1 | -3 | 3% | 5% | -6 | 0%
N#CCCN(C(=O)COC(=O)CCNS(=O)(=O)c1ccccc1)c1ccccc1 | 3 | -5 | 2.0% | 1 | 4 | 2% | -7% | -22 | -5%
O=C(COC(=O)c1ccc(S(=O)(=O)N2CCCC2)cc1)Nc1cccnc1Cl | 5 | -5 | 28% | -7 | -2 | -8% | 2% | -8 | -2%
CCOC(=O)Cn1cnc2scc(-c3ccccc3)c2c1=O | 4 | 11 | 0.5% | 3 | 3 | 6% | -2% | 8 | -2%
COc1ccc(-c2noc(CN(C)C(=O)CCCN3C(=O)[C@H]4CC=CC[C@H]4C3=O)n2)cc1 | x | x | x | 0 | x | 3% | 2% | x | -4%
COC(=O)c1cc(S(=O)(=O)Nc2ccc(C)cn2)c[nH]1 | 4 | 2 | 5.6% | -1 | -5 | -1% | 5% | -1 | -5%
O=C(CNC(=O)c1ccc(Br)o1)Nc1ccncc1 | 0 | -8 | 1.4% | -6 | -4 | -4% | 0% | -64* | -2%
COc1cccc(CNC(=O)Cn2c(=O)nc(-c3ccccc3F)c3cc(Cl)ccc32)c1 | -1 | 8 | 4.1% | -8 | 1 | -7% | 5% | -19 | -2%
O=C1OC(Oc2ccccc2)(c2ccccc2)c2ccccc21 (stereo not drawn) | 12 | 17 | 0.8% | 4 | -7 | 0% | 2% | 51 | 2%
COc1cc(C(=O)NCCOc2cccc(C)c2)c(Br)c(OC)c1OC | 0 | 10 | 2.1% | -2 | -7 | -1% | -10% | -23 | -4%
Cc1ccc(C)c(N(CC(=O)NC2CCCC2)S(=O)(=O)c2ccccc2)c1 | 9 | -3 | -3.7% | -1 | -7 | 2% | 0% | -5 | -5%

Another view of some results above:
structure	D1 agonist	D2 PAM	RXFP1 agonist	LDHA inh	D1 potentiator	Vif-APOBEC3F blk	Vif-A3G inh	D1 antagonist	Glioma ERSR ind
COc1cccc(CNC(=O)Cn2c(=O)nc(-c3ccccc3F)c3cc(Cl)ccc32)c1	-1	8	4.1%	-8	1	-7%	5%	-19	-2%
O=C1OC(Oc2ccccc2)(c2ccccc2)c2ccccc21 (stereo not drawn)	12	17	0.8%	4	-7	0%	2%	51	2%
COc1cc(C(=O)NCCOc2cccc(C)c2)c(Br)c(OC)c1OC	0	10	2.1%	-2	-7	-1%	-10%	-23	-4%
Cc1ccc(C)c(N(CC(=O)NC2CCCC2)S(=O)(=O)c2ccccc2)c1	9	-3	-3.7%	-1	-7	2%	0%	-5	-5%
